High-throughput results from PubChem BioAssay.
FEN1 inhibitor – human FEN1 inhibition. Recombinant FEN1 flap cleavage, fluorescence, 15 min. Potency, µM (doses to about 114 µM), inactives show top-dose activity change, negative = inhibition, usual class: inhibitors. 390,000 tested, 0.35% active. AID 588795; note: nearly all actives have a fitted effect of over 65% in size
Target sequence (P39748 whole entry, looked up): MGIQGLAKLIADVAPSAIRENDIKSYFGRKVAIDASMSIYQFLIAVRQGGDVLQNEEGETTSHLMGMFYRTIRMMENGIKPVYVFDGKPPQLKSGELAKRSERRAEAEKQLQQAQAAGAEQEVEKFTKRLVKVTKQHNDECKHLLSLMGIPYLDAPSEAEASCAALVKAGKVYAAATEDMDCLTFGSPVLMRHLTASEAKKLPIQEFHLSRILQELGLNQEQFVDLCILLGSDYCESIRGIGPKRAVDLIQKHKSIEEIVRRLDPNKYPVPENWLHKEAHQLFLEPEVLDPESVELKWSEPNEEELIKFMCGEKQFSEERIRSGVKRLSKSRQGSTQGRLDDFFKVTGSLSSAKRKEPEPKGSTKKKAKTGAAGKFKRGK
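With each library titrated from low to high concentration, compounds met 10 nM FEN1 for 15 min at room temperature before 50 nM substrate was added; readings at 0 and 15 min fed four-parameter Hill curve fits.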
N370S GC mod – inhibitors or activators of N370S glucocerebrosidase for Gaucher disease; P04062; N370S GC spleen homogenate, 4MU-glucoside fluorescence; Potency, µM (titrated, usually from 59.4 µM), inactives show top-dose activity change, negative = inhibition, actives largely listed as inhibitors; 330,000 tested, 0.092% active; AID 2101;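 note: 0% = full enzyme activity and -100% = no enzyme basal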
TDP1 block – inhibitors of human tyrosyl-DNA phosphodiesterase TDP1 | 350,000 tested, 0.28% active | Potency, µM (titrated, usually from 130 µM), for the others: at the top dose activity change, negative = inhibition, most hits filed as inhibitors | AID 485290 | recombinant TDP1, AlphaScreen DNA substrate cleavage | Q9NUW8; note: nearly all actives have a fitted effect of over 40% in size
Target sequence (Q9NUW8 whole entry, looked up): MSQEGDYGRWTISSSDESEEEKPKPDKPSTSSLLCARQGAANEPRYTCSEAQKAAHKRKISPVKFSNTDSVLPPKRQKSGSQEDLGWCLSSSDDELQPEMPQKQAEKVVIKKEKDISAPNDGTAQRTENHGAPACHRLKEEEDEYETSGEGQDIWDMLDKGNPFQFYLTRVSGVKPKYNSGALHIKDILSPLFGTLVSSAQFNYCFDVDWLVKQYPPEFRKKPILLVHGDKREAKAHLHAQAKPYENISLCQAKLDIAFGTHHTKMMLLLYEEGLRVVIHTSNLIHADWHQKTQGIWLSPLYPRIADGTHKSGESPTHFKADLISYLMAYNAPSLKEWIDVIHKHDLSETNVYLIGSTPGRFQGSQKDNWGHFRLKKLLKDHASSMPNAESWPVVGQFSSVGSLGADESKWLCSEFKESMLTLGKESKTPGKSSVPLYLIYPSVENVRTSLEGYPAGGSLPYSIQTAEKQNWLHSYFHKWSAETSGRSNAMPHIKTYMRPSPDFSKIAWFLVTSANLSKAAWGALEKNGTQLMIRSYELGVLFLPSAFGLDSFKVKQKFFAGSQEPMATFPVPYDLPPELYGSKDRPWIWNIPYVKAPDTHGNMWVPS
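E. coli-derived human Tdp1, 1 nM final. Cpd preinc 15 min RT; substrate 15 nM final, 5 min RT; AS bead mix 10 ug/ml final, 10 min RT. Signal loss = tyrosine-FITC cleavage. No-enzyme wells = max signal.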
* hit, by the source's call; u = inconclusive; x = not tested or not shown; & = joins results of further samples; [ ] = dose if it differs, or a comment. Calls come from the whole dose curve; as a rule, active = well fitted curve in the direction sought with a large enough effect; inconclusive = small, poorly fitted or top-dose-only effect, or another doubt; inactive = no such curve, though single readings can be large; an effect the other way counts as inactive or inconclusive. Unless noted, % is set by controls: 0 for no effect and ±100 for the full control effect; potency is the fitted concentration of half-maximal effect. Compounds as they come. About 0.57% of those tested had a hit in this group.

FEN1 inhibitor	Molecule	N370S GC mod	TDP1 block
-1.5%	COc1ccc(-c2nc(Cn3c(SCc4ccccc4F)nc4ccncc43)c(C)o2)cc1	22.7%	-2.9%
-3.9%	COC(=O)c1cc2ccsc2n1Cc1ccccc1F	6.6%	2.3%
10.7%	Cc1c(C(=O)N(C)C)sc2c1c(=O)n(-c1ccccc1C(F)(F)F)c(=O)n2Cc1cccc(F)c1	x	3.4%
-11.7%	CCS(=O)(=O)c1ccccc1C(=O)NC1CCCc2ccccc21 (stereo not given)	-4.7%	0.0%
-17.9%	Cc1ccc(N2CCN(C(=O)c3cnc(N4CCCCC4)c4ccccc34)CC2)c(C)c1	x	2.2%
x	O=C1COc2ccc(N3C(=O)C=CC3=O)cc2N1	4.6%	-5.5%
18.5%	O=C(CCCn1nnnc1CN1CCOCC1)N1CCC(c2ccccc2F)C1 (stereo not given)	0.4%	x
1.0%	C=CC(=O)NC1CC2CCC1(C)C2(C)C (stereo not given)	2.2%	-1.3%
-13.2%	CSCCNCc1cn(-c2ccc(F)cc2F)nc1-c1ccccc1C	8.4%	0.0%
7.8%	CN(C)C/C(Cl)=C(\Cl)c1ccccc1	2.6%	0.0%
-4.4%	Cc1cc(O)c(C(C)C)cc1NC1=NS(=O)(=O)c2ccccc21	0.1%	4.3%
-5.9%	CC(C)n1nc(C(=O)Nc2ccc3c(c2)OCO3)c2ccccc2c1=O	x	1.2%
-8.6%	CCCn1c(=O)n(C)c(=O)c2c(SCC(=O)NC34CC5CC(CC(C5)C3)C4)nc(CC(C)C)nc21	0.8%	-0.6%
-16.5%	Cc1ccc(C)c(OCCC(=O)NCCc2ccc(Cl)cc2)c1	-1.2%	-13.8%
-8.0%	O=C(O)c1ccc[nH]c1=S	0.9%	-2.7%
15.9%	COc1ccc(CCNC(=O)CSc2nnc3ccc(-c4cccnc4)nn23)cc1	7.6%	4.8%
-0.5%	C/C(=N/NC(=O)c1nnn(-c2nonc2N)c1COc1ccccc1)c1ccccc1	-1.3%	-1.7%
-3.1%	COCCNC(=O)CCc1c(C)n(C)c2cc(-c3cc(OC)c(OC)c(OC)c3)nn2c1=O	x	4.4%
-9.5%	CSc1nc2ccc(NC(=O)C3=NN(c4ccccc4)C(=O)CC3)cc2s1	-9.3%	6.0%
0.9%	COC(=O)Nc1ccc(S(=O)(=O)N2CCCC(C(=O)NC3CCS(=O)(=O)C3)C2)cc1 (stereo not given)	-3.3%	0.0%
0.6%	O=C(/C=N/NC(=O)c1ccccc1Br)c1ccccc1	-1.7%	0.0%
x	COCC(=O)N1CCc2nc(COc3ccccc3)c3c(c2C1)CO[C@@H](C)C3	6.9%[12.8 µM]	13.1%[12.3 µM]
-12.1%	CCN(CC)CCNC(=O)Cn1nc(Cc2ccccc2)c2ccccc2c1=O	-15.8%	4.8%
-8.9%	CCOC(=O)C1CCCN(CC(O)COCc2ccccc2OC)C1 (stereo not given)	4.0%	x
4.2%	CCOC(=O)c1nnc(-c2ccc(C)cc2)nc1Sc1ccccc1Cl	28.1%	-11.6%
-7.4%	Cn1c(O)c(N=NC(=O)CNC(=O)c2ccccc2)c2ccccc21	-4.5%	x
-6.4%	S=c1[nH]nc(Cc2ccc(Cl)cc2)n1-c1ccc2c(c1)OCCO2	4.5%	7.7%
-2.5%	COC(=O)c1cc2c(cc1N)OCCO2	-2.1%	8.4%
1.2%	CCC(NC(=O)NCCCn1ccnc1)(C(F)(F)F)C(F)(F)F	-28.9%	-1.0%
-7.7%	C=CCOc1c(Br)cc(C2NC(=O)NC(C)=C2C(C)=O)cc1OCC (stereo not given)	-11.6%	4.8%
-29.2%	CC(C)Cc1ccc(C(C)C(=O)Nc2ccccc2O)cc1 (stereo not given)	1.8%	x
-6.6%	Cc1nc(-c2nnc(SCC(=O)Nc3ccc(C(F)(F)F)cc3)n2C)cs1	5.2%	3.9%
-7.9%	Cc1oc(-c2cc(F)ccc2F)nc1CN1CCC(C(=O)N2CCOCC2)CC1	-14.7%	3.2%
-5.4%	O=C(c1scc2c1CCCC2)N1CCOCC1	-0.8%	6.0%
-14.1%	CCCCNC(=O)Cn1c(=O)c2c(ncn2CC)n(Cc2ccccc2)c1=O	-1.1%	x
-3.1%	CCCCCCSc1nsc(NC(=O)CCC)n1	11.0%	0.0%
-14.4%	O=C(COC(=O)Cn1cnc2ccccc21)Nc1cccc([N+](=O)[O-])c1	-1.5%	0.0%
-1.8%	Cc1ccccc1Nc1nc(N)nc(COC(=O)[C@@H](NC(=O)c2c(F)cccc2F)C(C)C)n1	-18.0%	x
-7.5%	Cc1ccc(NC2=NC3(CCCCC3)N=C(N)N2)c(C)c1	-1.9%	4.4%
-11.9%	Cc1ccc(CNC(=O)c2cc(S(=O)(=O)N3CCCCC3)ccc2N2CCOCC2)cc1	x	1.1%

A different layout for five compounds above.
molecule | FEN1 inhibitor | N370S GC mod | TDP1 block
Cc1c(C(=O)N(C)C)sc2c1c(=O)n(-c1ccccc1C(F)(F)F)c(=O)n2Cc1cccc(F)c1 | 10.7% | x | 3.4%
CCS(=O)(=O)c1ccccc1C(=O)NC1CCCc2ccccc21 (stereo not given) | -11.7% | -4.7% | 0.0%
Cc1ccc(N2CCN(C(=O)c3cnc(N4CCCCC4)c4ccccc34)CC2)c(C)c1 | -17.9% | x | 2.2%
O=C1COc2ccc(N3C(=O)C=CC3=O)cc2N1 | x | 4.6% | -5.5%
O=C(CCCn1nnnc1CN1CCOCC1)N1CCC(c2ccccc2F)C1 (stereo not given) | 18.5% | 0.4% | x

Additional records
FEN1 inhibitor	Molecule	N370S GC mod	TDP1 block
14.6%	Clc1ccccc1-c1csc(Nc2cccnc2)n1	-4.2%	5.1%
-8.6%	O=C(CNC(=S)N(Cc1ccccc1)Cc1ccccc1F)NCc1ccc(Cl)cc1	-15.5%	1.3%
-2.7%	O=S(=O)(c1ccc(Br)cc1)N1CCCN(Cc2ccccc2F)CC1	-4.1%	2.6%
-1.3%	COc1ccc(C(F)(F)F)cc1N/C=C\c1nnnn1-c1ccc(C)cc1	-1.1%	0.0%
-7.6%	COc1ccc(O)c(CN2CCCC(N3CCN(c4ccc(F)cc4)CC3)C2)c1 (stereo not given)	-15.5%	x
-4.8%	CCCCC(CC)COP(=O)(OCC(CC)CCCC)OCC(CC)CCCC (stereo not given)	8.3%	-5.1%&7.0%
15.4%	CCOc1ccc(CC(=O)N/N=C/c2sccc2C)cc1	16.7%	3.8%
2.0%	Cc1ccc(CNC(=O)COC(=O)CSc2ccc(Br)cc2C)cc1	9.2%	0.6%
-12.3%	CCn1c(SCC(=O)N/N=C/c2c[nH]c3ccccc23)nnc1-c1ccc(Cl)cc1	-18.5%	5.1%
-5.9%	CN1C(=O)Cc2cc(S(=O)(=O)NCc3ccc(Cl)cc3)ccc21	x	0.9%
1.4%	CCCCn1c(N)c(N(CCOC)C(=O)c2cc(S(=O)(=O)N3CCCCC3)ccc2Cl)c(=O)[nH]c1=O	-7.1%	1.5%
1.4%	CCCN(CCC)C(=O)c1ccc2c(c1)N(CC)C(=O)c1ccccc1S2(=O)=O	-16.6%	x
4.0%	O=C(C[n+]1cc(-c2ccc(F)cc2)n2c1CCC2)OCc1ccccc1	11.1%	-1.9%
-12.3%	O=C(COc1ccccc1/C=C1\SC(=S)NC1=O)Nc1ccc(F)cc1	x	0.7%
1.6%	COc1ccc(-c2nnc(SCC(=O)Nc3ccc(C(=O)O)cc3)n2-c2ccc(Cl)cc2)cc1	-4.7%	x
4.9%	Cc1ccc(N2C(=O)CC(c3ccsc3)C3=C2CC(C)(C)CC3=O)cc1 (stereo not given)	7.2%	2.0%
-15.4%	O=C(NCc1cccnc1)c1ccccn1	0.4%	2.8%
8.7%	Cc1ccc(NC(=O)Nc2cnc3ccccc3c2)cc1	15.4%	3.7%
-11.9%	Cc1ccc(NC(=O)c2ccccc2CCc2ccccc2)c(C)c1	0.6%	3.1%
-5.9%	Cc1c(Cl)cccc1NC(=O)c1ccc2snnc2c1	x	2.5%
-7.1%	CCO/N=C(\C)c1c(O)c(CC)c(-c2ccccc2)n(-c2ccccc2)c1=O	19.6%	-2.5%
4.5%	CCCn1c(C)cc(C(=O)COC(=O)CN=C2NS(=O)(=O)c3ccccc32)c1C	3.2%	-2.8%
x	COc1ccc(C2c3[nH]c4ccccc4c3CC3C(=O)N(CCc4ccc(OC)c(OC)c4)CC(=O)N32)cc1 (stereo not given)	0.9%	17.4%
-17.4%	Cc1cccc(Oc2ccc(S(=O)(=O)N3CCCCC3)cc2N)c1	-11.0%	2.7%
1.9%	C/C(=N\Nc1ccc(S(=O)(=O)N2CCOCC2)cc1[N+](=O)[O-])C(C)C	9.9%	-2.7%
7.1%	COc1ccccc1-c1nc(C#N)c(NCCCn2ccnc2)o1	7.0%	x
-1.5%	Cc1ccc(Cl)cc1S(=O)(=O)N1CCC(C(=O)NC2CCN(Cc3ccccc3)CC2)CC1	-16.8%	0.3%
-1.1%	CS/C(=N\NC(N)=O)c1ccccc1	12.1%	3.2%
-12.6%	CN(CC(=O)Nc1cccc(F)c1)C(=O)c1ccc(N2CCOCC2)c([N+](=O)[O-])c1	-7.2%	3.2%
-9.7%	COc1ccccc1NC(=O)CSc1nnnn1-c1ccccc1F	-9.9%	x
-12.2%	CC1CN(C(=O)N2CCOCC2)CCN1C(=O)N1CCOCC1 (stereo not given)	-10.3%	0.0%
-2.3%	COc1ccc(CCNC(=O)CCNC(=O)c2ccc([N+](=O)[O-])cc2)cc1	-7.2%	x
16.9%	O=C(CCC1CCCN(C(=O)Cn2cnnn2)C1)NCc1ccc(F)c(F)c1 (stereo not given)	8.1%	2.7%
-0.7%	CCC(CC)C(=O)NCCc1cc2c(C)ccc(C)c2[nH]c1=O	-0.9%	x
8.9%	O=C(O)c1c[nH]c2ccc(S(=O)(=O)N3CCOCC3)cc12	x	2.9%
3.5%	CCOc1ccccc1-c1nc(-c2ccc(NC(=O)c3ccc(Br)o3)cc2)no1	8.9%	0.0%
u	CCOC(=O)COc1ccc2c(C#N)c3ccccn3c2c1	1.1%	8.1%
-1.9%	O=C(NCCc1ccc([N+](=O)[O-])cc1)c1ccccc1	12.6%	2.7%
-0.6%	O=C1CS/C(=N/N=C/c2ccncc2)N1	-2.0%	-2.9%
-4.2%	Cc1nnc(N2CCOCC2)c2nn(-c3cccc(Cl)c3)c(C)c12	15.2%	2.6%
-27.8%	CNC(=O)c1cc(Nc2nnc(-c3ccc(C)c(S(N)(=O)=O)c3)c3ccccc23)ccc1OC	-3.4%	x
-3.2%	CN(C(=O)CC1C(=O)NCCN1Cc1cccc(C(F)(F)F)c1)C1CCOCC1 (stereo not given)	4.3%	3.5%
-18.6%	O=C(COC(=O)CCSc1ccccc1)Nc1cc(F)ccc1F	-5.8%	-3.8%
12.2%	CCN(CC)c1ccc(NC(=O)c2ccc3c(c2)OCO3)c(C)c1	-0.1%	5.7%
0.1%	Cc1ccc(S(=O)(=O)N2CCC(C(=O)Nc3nnc(C)s3)CC2)cc1	0.0%	13.0%
8.8%	CCc1ccc2c(COC(=O)c3n[nH]c4ccccc34)cc(=O)oc2c1	u	-2.0%
-6.9%	Cc1cc(C)cc(NC(=O)CSCc2cnn(-c3ccccc3)c2-n2cccc2)c1	-11.6%	4.5%
3.9%	CCc1ccc(NC(=O)CSc2nnc(-c3cc4occc4n3C)n2-c2ccccc2C)cc1	x	9.9%
-16.9%	CCc1nnc(SCC(=O)NC2CCCCC2)nc1CC	1.8%	8.2%
-4.4%	CC(Nc1nc(N2CCNCC2)nc2ccccc12)c1ccccc1 (stereo not given)	-4.7%	5.1%
21.2%	Cc1ncoc1C(=O)N1CCCC(C(=O)Nc2cccc(-c3ccc(F)cc3)c2)C1 (stereo not given)	-3.2%	3.1%
-2.2%	O=[N+]([O-])c1ccc(OCc2n[nH]c(=S)n2-c2ccccc2)cc1	4.2%	5.3%
-4.5%	O=C(NN1CCOCC1)c1c(-c2ccccc2)sc2ccccc12	x	-0.8%
1.5%	COc1ccc(CNS(=O)(=O)c2ccc(N3CCCC3)cc2Br)cc1	x	1.0%[56.1 µM]

A second format for some results above.
CCN(CC)c1ccc(NC(=O)c2ccc3c(c2)OCO3)c(C)c1
  FEN1 inhibitor: 12.2%; N370S GC mod: -0.1%; TDP1 block: 5.7%
CC(Nc1nc(N2CCNCC2)nc2ccccc12)c1ccccc1 (stereo not given)
  FEN1 inhibitor: -4.4%; N370S GC mod: -4.7%; TDP1 block: 5.1%
CN(C(=O)CC1C(=O)NCCN1Cc1cccc(C(F)(F)F)c1)C1CCOCC1 (stereo not given)
  FEN1 inhibitor: -3.2%; N370S GC mod: 4.3%; TDP1 block: 3.5%
CCc1ccc(NC(=O)CSc2nnc(-c3cc4occc4n3C)n2-c2ccccc2C)cc1
  FEN1 inhibitor: 3.9%; N370S GC mod: x; TDP1 block: 9.9%
